Screens deposited in PubChem BioAssay by several laboratories.
PostGolgi yeast – growth inhibition of a yeast mutant, post-Golgi transport screen. post-Golgi transport phenotypic cell assay. 98,000 tested, 0.9% active. inhibition, % at 10 µM;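 further: yeast cells grown in 1536-well plates; yeast grown about 18 h at 30C before absorbance read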
FAK blocker – blocks human focal adhesion kinase activity; AID 727; biochemical FAK kinase activity assay; Q05397; 97,000 tested, 0.84% active; inhibition, %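 (tested at 7 µM)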; in the data active means inhibition above about 19%;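 further: 0% = DMSO and 100% = reference compound high control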
PTPN22 inh 2 – inhibitors of human LYP (PTPN22) phosphatase; 96,000 tested, 0.21% active; recombinant LYP catalytic domain, DiFMUP fluorescence; AID 640; inhibition, % at 2 µM;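 active means inhibition at 2 µM at or above a set limit, the screen mean plus 3 SD, cut at about 24% in these data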;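 further: 0% = DMSO with enzyme and 100% = enzyme fully blocked by orthovanadate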
S1P2 blocker – antagonists of human S1P2 receptor. 97,000 tested, 0.21% active. cell-based S1P2 antagonist assay, inhibition at 5 uM. inhibition, % at 5 µM. AID 736. O95136; in the data active means inhibition above about 45%;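 further: CRE beta-lactamase reporter cells expressing human S1P2 stimulated with S1P; 0% = agonist at EC80 alone and 100% = agonist plus reference antagonist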
PostGolgi ctrl – inhibits growth of the yeast control strain | efflux-deficient yeast background strain, growth absorbance A615, 16 h | inhibition, % at 10 µM | 98,000 tested, 5% active | AID 738
S1P2 agonist – agonists of human S1P2 receptor; activation, % at 4.5 µM; 97,000 tested, 0.46% active; O95136; S1P2-expressing cell line, agonist reporter read-out; AID 729; in the data active means activation above about 16%;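 further: 0% = vehicle low control and 100% = maximal reference agonist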
Rev-RRE block – HIV Rev-RRE protein-RNA interaction inhibition. P05866. Rev peptide-RRE RNA binding, FRET. inhibition, % at 8 µM. 97,000 tested, 0.79% active. AID 704;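 active means inhibition above the screen-wide mean plus 3 SD, cut at about 35% in these data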;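 further: 0% = median DMSO wells and 100% = median Neomycin B control wells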
Target sequence (P05866 whole entry, looked up): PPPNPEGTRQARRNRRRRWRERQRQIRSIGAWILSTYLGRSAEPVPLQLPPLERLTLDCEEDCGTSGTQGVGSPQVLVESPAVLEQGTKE
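Test system – labelled RRE RNA duplex and labelled Rev peptide · Signal – fluorescein-to-Cy5 FRET, 480 nm excitation · Evaluation – % inhibition of FRET ratio versus controls · Benchmarks – DMSO low control, neomycin B high control · Incubation – 5 min RNA-compound premix plus 15 min binding step, 25 °C · Medium – HEPES pH 7.5 salt buffer with EDTA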
EphB4 antag – antagonists of human EphB4-ephrin-B2 interaction; P54760; EphB4 LBD / TNYL-RAW-Alexa532 peptide, fluorescence polarization; inhibition, % at 7 µM; 97,000 tested, 0.15% active; AID 720;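 active means inhibition above the screen-wide mean inhibition plus 3 SD, cut at about 15% in these data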;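 further: 0% = DMSO wells and 100% = excess unlabeled TNYL-RAW peptide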
Target sequence (P54760 whole entry, looked up, the tested form may be a part): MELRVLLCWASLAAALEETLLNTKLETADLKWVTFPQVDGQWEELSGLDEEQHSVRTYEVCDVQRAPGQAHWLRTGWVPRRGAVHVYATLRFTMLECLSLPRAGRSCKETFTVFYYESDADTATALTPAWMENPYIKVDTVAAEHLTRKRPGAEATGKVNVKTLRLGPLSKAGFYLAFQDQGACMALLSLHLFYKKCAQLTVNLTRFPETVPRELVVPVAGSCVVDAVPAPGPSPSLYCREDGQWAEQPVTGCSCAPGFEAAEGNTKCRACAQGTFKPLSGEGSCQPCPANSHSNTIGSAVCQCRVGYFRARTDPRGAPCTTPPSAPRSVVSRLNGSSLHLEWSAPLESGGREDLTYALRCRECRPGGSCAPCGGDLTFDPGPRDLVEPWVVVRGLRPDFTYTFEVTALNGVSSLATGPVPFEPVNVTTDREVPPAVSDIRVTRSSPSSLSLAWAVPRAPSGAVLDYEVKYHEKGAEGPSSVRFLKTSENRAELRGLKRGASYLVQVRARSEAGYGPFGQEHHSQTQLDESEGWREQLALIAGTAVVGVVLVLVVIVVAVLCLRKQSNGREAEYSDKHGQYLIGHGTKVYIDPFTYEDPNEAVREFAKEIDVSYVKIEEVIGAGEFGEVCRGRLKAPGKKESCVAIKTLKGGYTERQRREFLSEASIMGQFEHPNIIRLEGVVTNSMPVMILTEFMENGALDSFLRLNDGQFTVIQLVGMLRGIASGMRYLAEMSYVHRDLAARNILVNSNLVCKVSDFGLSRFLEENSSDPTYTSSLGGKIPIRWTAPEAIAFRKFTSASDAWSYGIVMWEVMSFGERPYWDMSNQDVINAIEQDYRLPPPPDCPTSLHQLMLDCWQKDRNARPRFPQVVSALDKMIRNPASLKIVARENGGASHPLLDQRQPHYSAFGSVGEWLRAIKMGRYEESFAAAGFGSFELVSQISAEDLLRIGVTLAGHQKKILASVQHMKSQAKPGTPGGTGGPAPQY
PTPN22 act – increases human PTPN22 phosphatase activity. Q9Y2R2. recombinant LYP, DiFMUP fluorescence; 0 = plate median, 100 = signal doubled. activation, % at 2 µM. 96,000 tested, 0.11% active;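 active means activation at 2 µM above a set limit, the mean plus 5 SD, cut at about 37% in these data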
Starred values were filed as active, the others as inactive; x = not tested or not shown. Unless noted, no stated cut-off is given here; in the data, active means inhibition above about 30%; inactive means the rest.

Screens in order – PostGolgi yeast	FAK blocker	PTPN22 inh 2	S1P2 blocker	PostGolgi ctrl	S1P2 agonist	Rev-RRE block	EphB4 antag	PTPN22 act
- Cc1c(Cl)cccc1NC(=S)N1CCN(Cc2ccccc2)CC1
    -8	4	8	25	6	-5	4	2	-4
- Cc1ccc(-c2nnc(COc3cccc(-n4cnnn4)c3)o2)cc1
    -9	-3	-5	-9	-4	-5	2	7	3
- CN1CCN(CC(=O)C23CC4CC(CC(C4)C2)C3)CC1
    -1	-3	6	14	0	-4	10	-2	-6
- O=C(CCCSc1nc2ccccc2s1)Nc1nccs1
    -4	0	-16	10	2	-3	5	1	16
- O=C(CCOc1ccccc1)OCC(=O)c1cc2ccccc2o1
    4	3	-18	4	10	-2	15	-3	14
- CCOC(=O)c1c(N=CN(C)C)c(C#N)c2n1CCCC2
    x	0	14	15	x	-7	5	5	-13
- COCc1cc(=O)[nH]c(Nc2nc(C)c3cc(OC)ccc3n2)n1
    8	-3	8	11	5	-1	15	-9	-6
- Cc1ccc(-c2nnn(CC(=O)N(CC(=O)NC3CCCC3)c3cnc4ccccc4c3)n2)o1
    8	3	0	15	-1	-2	6	0	-2
- CN(C)/C=N/c1ncc(C(=O)c2ccc(Cl)cc2)s1
    -7	-2	-1	14	0	-4	-3	6	-1
- Cc1cc(C)c2nc(SCC(=O)Nc3ccc(S(=O)(=O)N4CCCC4)cc3)c(C)cc2c1
    -7	0	1	8	3	-3	8	2	-3
- Cc1ccc(CNS(=O)(=O)/C=C/c2ccc3c(c2)OCO3)cc1
    13	-5	x	10	4	-2	-2	-4	x
- CCOc1ccccc1C1CC(=O)NC2=C1C(=O)CC(C)(C)C2 (stereo not drawn)
    20	2	-2	-16	10	0	1	1	-1
- CCOC(=O)C1CCN(C(=O)CSc2cc(=O)n(CC)c3ccccc23)CC1
    18	-3	10	-8	-4	-4	7	-6	-12
- CC(NC(=O)c1ccco1)C(c1cccs1)N1CCN(c2ccccc2F)CC1 (stereo not drawn)
    x	0	-2	9	x	-7	5	2	-3
- Cc1cccc(NC(=S)c2nc3ccccc3s2)c1
    -5	5	10	3	5	-7	8	3	-8
- CCNC(=O)O/N=C(\C)c1sc(-c2ccc(Cl)cc2)nc1C
    -4	-1	11	5	26	-4	10	-3	-9
- CCc1c(C)c2ccc(OCC(N)=O)cc2oc1=O
    5	-1	-24	-10	4	-2	3	-10	20
- O=C(COC(=O)c1ccc(NS(=O)(=O)c2ccc3c(c2)OCCO3)cc1)NC1CC1
    7	-2	4	4	10	-2	6	9	-2
- CCCCCOc1ccc(C(=O)NC(C(=O)O)C(C)C)cc1 (stereo not drawn)
    -4	-3	-1	17	-4	-9	6	3	0
- CCOC(=O)c1ccc(Cn2cnc3ccccc3c2=O)cc1
    -4	-4	-8	-10	-4	-3	2	-3	12
- Cc1cc(C)c(C#N)c(N2CCCC(C(N)=O)C2)n1 (stereo not drawn)
    13	5	0	19	10	-8	8	1	-3
- COc1cc(CN2CCN(S(=O)(=O)c3ccc(F)cc3)CC2)cc(OC)c1OC
    3	-3	11	-11	2	-2	0	-7	-13
- CC(C)C(=O)Nc1cccc(C(=O)NCc2ccc3c(c2)OCO3)c1
    x	0	0	2	x	-5	3	-1	4
- O=c1cc(CN2CCN(Cc3ccccc3)CC2)c2cc(Cl)ccc2o1
    1	-2	-2	5	-1	-4	6	-11	2
- Cc1ccc(NS(=O)(=O)N(C)C)cc1
    x	1	-26	-9	x	-7	8	-5	22
- O=C(Nc1ccccc1C(=O)NCc1ccc(Cl)cc1)c1ccco1
    17	27*	-1	1	13	-9	12	7	-4
- CCCn1c(SCC(=O)Nc2cc(Cl)ccc2OC)n[nH]c1=O
    -3	0	2	-20	2	-7	1	-6	0
- COc1ccc(S(=O)(=O)N2CCCCCC2)cc1N(C)S(=O)(=O)c1ccc(Cl)cc1
    -5	0	6	18	16	-7	17	4	-1
- COC(=O)CSc1nc(SCc2ccc(C)cc2)nc2c1CCCC2
    -2	3	7	-12	8	-6	11	-1	-4
- COCCn1c(COC)nc2ccccc21
    -2	-1	6	11	3	-5	12	6	-6

Reprinted from the listing, 2 compounds:
Screens in order – PostGolgi yeast	FAK blocker	PTPN22 inh 2	S1P2 blocker	PostGolgi ctrl	S1P2 agonist	Rev-RRE block	EphB4 antag	PTPN22 act
- Cc1c(Cl)cccc1NC(=S)N1CCN(Cc2ccccc2)CC1
    -8	4	8	25	6	-5	4	2	-4
- Cc1ccc(-c2nnc(COc3cccc(-n4cnnn4)c3)o2)cc1
    -9	-3	-5	-9	-4	-5	2	7	3

Remaining list, next part.
Screens in order – PostGolgi yeast	FAK blocker	PTPN22 inh 2	S1P2 blocker	PostGolgi ctrl	S1P2 agonist	Rev-RRE block	EphB4 antag	PTPN22 act
- COc1ccc(CCNC(=O)C(=O)NCC2CCCO2)cc1OC (stereo not drawn)
    x	-1	2	3	x	-6	-2	1	-4
- O=C(O)c1ccccc1S(=O)(=O)c1ccccc1CO
    0	-1	-4	3	1	-5	4	-4	4
- CCOC(=O)C1CCCN(C(=O)CN2C(=O)c3ccccc3C2=O)C1 (stereo not drawn)
    26	-2	4	-7	2	-10	0	0	-5
- CCc1cc2c(SCC(=O)c3cccs3)ncnc2s1
    8	-1	0	-18	7	-2	11	-5	0
- COc1ccc(CCNC(=O)CSc2ccc(-c3ccccc3)nn2)cc1OC
    7	9	-5	10	2	-2	3	1	10
- Cn1c(Cl)cnc1C1CC(=O)c2cc(Cl)ccc2O1 (stereo not drawn)
    -2	-3	7	9	38*	-7	4	-4	-9
- CCC(=O)N1CCN=C1SCc1ccccc1
    -16	-5	4	3	4	-6	8	2	-7
- C=CCNC(=O)C12CC3(C)CC(C)(CC(C)(C3)C1)C2
    -3	-1	5	-2	0	-3	5	2	-3
- C=CCn1c(SCc2nc(N)nc(N(C)C)n2)nnc1-c1cccnc1
    -3	1	-1	5	33*	4	6	4	-2
- c1ccc(-c2c(-c3ccccc3)n(Cc3ccco3)c3ncnc(NCCCn4ccnc4)c23)cc1
    96*	12	7	-5	94*	0	6	-6	-6
- COc1ccc(CCn2c(C)c(C(C)=O)c3cc(OC(=O)c4ccco4)ccc32)cc1OC
    8	5	-2	-40	21	0	0	0	4
- O=C(Oc1ccc(Cl)cc1)N1CCCCC1
    -3	-7	-7	-1	9	-1	-3	2	4
- O=S1(=O)CCN2C(c3ccc4c(c3)CCCC4)=CSC2=N1
    16	-1	0	11	12	-3	10	2	-2
- COc1ccc(N(CC(=O)NC2CCCC2)C(=O)c2csnn2)cc1
    x	-3	-4	3	x	-1	4	2	2
- COc1cccc(C2Nc3cc(Cl)c(S(N)(=O)=O)cc3S(=O)(=O)N2)c1 (stereo not drawn)
    -1	-1	-3	-12	3	-1	2	0	2
- Cc1cc2nnn(-c3nnc(-c4ccccc4)c4ccccc34)c2cc1C
    1	-5	0	-1	10	-6	4	1	5
- CC(=O)c1c(C)[nH]c(C(=O)OCC(=O)N(C)C)c1C
    2	1	5	1	-2	-6	8	7	-3
- COc1ccc(CCN2CNc3c(c(=O)n(C)c(=O)n3C)C2)cc1OC
    23	2	-9	-5	5	0	-3	-11	8
- CCC(=O)NC(=S)Nc1ccc(-c2nc3ccccc3s2)cc1
    -14	-3	10	19	-9	-3	3	-4	-4
- Cc1nc(NCc2ccco2)[nH]c(=O)c1CCC(C)C
    -17	2	-4	7	23	-6	11	3	2
- C=CCN(C(=O)Cn1c(C(=O)OC)cc2oc(C)cc21)c1ccccc1
    3	9	-14	5	-1	-7	1	2	10
- CCCc1cc2c(=O)c(-c3ccccn3)coc2cc1OC
    3	0	0	-3	8	-2	-2	-3	-3
- O=c1[nH]c2ccccc2cc1-c1noc(-c2cccnc2)n1
    -4	7	7	-7	11	-2	9	7	-8
- CCN(Cc1ccccc1)C(c1cc2ccc(C)cc2[nH]c1=O)c1nnnn1CCOC (stereo not drawn)
    -5	0	6	1	-2	-10	11	4	-5
- CCc1ccc(N(C(=O)c2csnn2)C(C(=O)NC(C)(C)C)c2ccncc2)cc1 (stereo not drawn)
    35*	1	-7	8	-2	-5	5	3	4
- CC1(C)CC(=O)C=C(Nc2cccc(O)c2)C1
    8	-3	-2	-5	5	-3	5	2	2
- CCCCc1nc2c(=O)[nH]c3ccccc3c2o1
    -17	3	3	-20	-4	7	6	-8	-5
- COc1ccc(C(c2nnnn2C2CCCCC2)N2CCN(c3ccccc3F)CC2)cc1 (stereo not drawn)
    4	-3	-15	-10	50*	-7	3	-4	12
- Cc1ccc(NC(=O)C(C)N2C(=O)C3CC=C(Cl)CC3C2=O)cc1 (stereo not drawn)
    -7	0	-5	10	8	-4	0	-5	3
- O=C(O)c1ccc(CSc2n[nH]c(-c3ccco3)n2)cc1
    5	-1	4	31	3	-4	20	15*	-7

The list goes on:
Screens in order – PostGolgi yeast	FAK blocker	PTPN22 inh 2	S1P2 blocker	PostGolgi ctrl	S1P2 agonist	Rev-RRE block	EphB4 antag	PTPN22 act
- CC1(C)C=C(c2ccc(C=O)s2)CC(C)(C)N1
    -2	2	-18	1	3	-9	9	3	15
- COc1ccc(NC(=O)CSc2ncnc3c2cnn3Cc2ccccc2)cc1OC
    -10	0	-12	-10	4	-2	-6	-10	15
- O=S(=O)(N1CCCCC1)N1CCN(CC(O)COc2ccc3cc(Br)ccc3c2)CC1 (stereo not drawn)
    8	1	-5	18	18	-4	4	-2	2
- CCCN(C(=O)Cc1nc(N)n[nH]1)C1(C(=O)Nc2ccccc2C)CCCCC1
    -7	-7	-10	-7	19	-2	1	-7	7
- Cc1ccc(SCc2[nH]nc3c2C2(C(=O)Nc4ccc([N+](=O)[O-])cc42)C(C#N)=C(N)O3)cc1 (stereo not drawn)
    -4	3	-1	-6	36*	-3	1	-1	7
- CCc1ccc(NC(=O)CCc2nc3cccnc3n2Cc2ccc(OC)cc2)cc1
    9	3	-8	12	-4	-8	2	-1	7
- CC(Sc1n[nH]c(N)n1)c1nc2scc(-c3cccs3)c2c(=O)[nH]1 (stereo not drawn)
    -4	-1	-6	3	3	-2	4	-2	10
- O=C(c1ccc(CS(=O)(=O)c2ccc(Br)cc2)o1)N1CCN(c2ccccn2)CC1
    -3	-3	-6	-15	10	-7	3	2	4
- O=C(c1ccccc1)c1cc2ccccc2o1
    3	3	-2	18	11	-4	8	-2	0
- CCN1C(=O)C(CC(=O)NC2CCCCC2)N(CC)C1=O (stereo not drawn)
    2	1	2	6	18	-10	4	-2	2
- Clc1ccc(CSc2nnc(NC3=NCCCCC3)s2)cc1
    -2	2	2	-20	8	-2	11	3	0
- CCC(C)N1C(=O)C2C(C(=O)Nc3cccc(OC)c3)C3C=CC2(O3)C1C(=O)NC1CCCCC1C (stereo not drawn)
    2	-1	1	13	18	-7	8	3	-3
- O=C(Nc1nnc(CCS(=O)(=O)c2ccc(Br)cc2)s1)c1ccc([N+](=O)[O-])cc1
    -1	-1	18	6	-3	-10	8	3	-15
- Clc1ccc(-c2noc(CN3CCCC3)n2)cc1
    -1	0	5	-15	37*	2	6	-6	-6
- CN1C(=O)C(O)(CC(=O)c2ccc3c(c2)OCO3)c2ccccc21 (stereo not drawn)
    1	-5	-2	18	8	-4	4	2	4
- CCNC(=O)c1ccc(C2SCC(=O)N2Cc2ccco2)cc1 (stereo not drawn)
    1	1	4	12	9	-1	-1	-2	-3
- Cc1cc(Nc2c(C)cccc2C)n2nc(C)nc2n1
    -17	1	1	-1	12	-1	4	-1	-2
- CS(=O)(=O)N1CCN(CC2CC3C=CC2C3)CC1 (stereo not drawn)
    -6	-1	2	10	0	2	0	-4	5
- CC(C)c1ccc(C(C(=O)NC2CCCC2)N(C(=O)CNC(=O)c2ccco2)c2cccnc2)cc1 (stereo not drawn)
    x	5	0	6	x	-3	-4	-4	0
- COc1ccc(N=C2S/C(=C\c3cc(C)n(C)c3C)C(=O)N2C)cc1
    -5	6	-4	5	10	-8	-8	-8	5
- O=C1OC(c2ccc(Cl)cc2)/C(=C(/O)c2ccccc2)C1=O (stereo not drawn)
    8	-1	13	2	1	-2	7	6	-13
